# PTHR1 agonist – activates the human parathyroid hormone receptor PTHR1; Q03431; HEK293 GP2 PTHR1 cells, GloSensor cAMP luminescence, 1 h; Potency, µM (doses to about 115 µM), inactives show at the top dose activation, actives largely listed as activators; actives 0.075% (n = 410,000); further: nearly all actives have a fitted effect of over 55% in size; some results filed as inactive show a strong effect at the top dose; inactives centre near -15; many of its hits are not listed in these tables
#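 HEK-293-derived GP2 cells expressing PTHR1 and a GloSensor cAMP reporter, 3,000/well, plated overnight, given luciferin plus IBMX (each 0.5 mM as added) for 1 h at 37 °C, then compound for 1 h at 37 °C. Luminescence was read after 15 min at room temperature.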
# EPAC2 ag – agonists of human EPAC2 (RAPGEF4). Q8WZA2. EPAC2 activation, biochemical qHTS; response scale: 100% = 6.5 mM cAMP response. Potency, µM (highest dose often 154 µM), for inactives: at the top dose activation, most hits filed as activators. actives 0.079% (n = 360,000). AID 720711; further: nearly all actives have a fitted effect of over 50% in size
# Target sequence (Q8WZA2 whole entry, looked up): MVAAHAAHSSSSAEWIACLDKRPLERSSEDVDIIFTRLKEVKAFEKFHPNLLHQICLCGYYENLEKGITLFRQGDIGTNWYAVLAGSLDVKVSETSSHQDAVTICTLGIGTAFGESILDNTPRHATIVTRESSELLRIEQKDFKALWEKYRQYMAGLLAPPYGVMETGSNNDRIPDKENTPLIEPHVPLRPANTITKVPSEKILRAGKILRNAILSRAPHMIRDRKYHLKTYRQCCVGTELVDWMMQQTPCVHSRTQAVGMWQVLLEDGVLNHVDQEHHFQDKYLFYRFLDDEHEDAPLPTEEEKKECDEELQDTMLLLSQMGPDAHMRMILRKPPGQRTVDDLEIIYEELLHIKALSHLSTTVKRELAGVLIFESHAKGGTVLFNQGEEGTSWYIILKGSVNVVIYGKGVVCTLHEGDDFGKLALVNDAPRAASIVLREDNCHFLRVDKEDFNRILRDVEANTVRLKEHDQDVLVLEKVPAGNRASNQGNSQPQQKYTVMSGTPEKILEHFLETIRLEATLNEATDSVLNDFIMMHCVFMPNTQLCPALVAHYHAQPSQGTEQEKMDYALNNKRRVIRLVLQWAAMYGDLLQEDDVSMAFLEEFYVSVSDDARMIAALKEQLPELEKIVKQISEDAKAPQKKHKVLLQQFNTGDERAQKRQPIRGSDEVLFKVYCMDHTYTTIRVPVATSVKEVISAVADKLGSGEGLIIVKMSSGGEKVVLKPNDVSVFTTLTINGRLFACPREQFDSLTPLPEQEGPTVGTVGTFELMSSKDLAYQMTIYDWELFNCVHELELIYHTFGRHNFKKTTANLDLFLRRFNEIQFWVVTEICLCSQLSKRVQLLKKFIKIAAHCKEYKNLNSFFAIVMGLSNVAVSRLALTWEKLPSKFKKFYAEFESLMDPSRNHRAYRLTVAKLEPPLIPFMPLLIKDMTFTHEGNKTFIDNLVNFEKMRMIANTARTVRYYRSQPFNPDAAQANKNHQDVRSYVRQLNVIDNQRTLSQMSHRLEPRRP
#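 In this primary screen, activation is scored as increased exchange of BODIPY-GDP from Rap1B by 100 nM EPAC2, with 50 uM GDP as competitor. Signal is normalized to the 6.5 mM cAMP agonist control.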
# FUS yeast rescue – rescues growth of FUS-expressing yeast; Potency, µM (highest dose often 76.6 µM), for the others: top-dose growth rescue (activation), usual class: activators; actives 0.24% (n = 390,000); S. cerevisiae FUS-expressing, growth rescue, OD600, 24 h; AID 1347120;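 further: plate controls were DMSO vehicle for no effect and reference control for full effect; nearly all actives have a fitted effect of over 55% in size; some results filed as inactive show a strong effect at the top dose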
#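 Steps: raffinose overnight preculture; dilution to OD 0.005 in 2% galactose minimal medium; compound addition (concentration series); 24hr at 30C, 99% humidity; absorbance read at 600 nm.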
# EPAC1 antagonist – antagonists of human EPAC1; O95398; EPAC1 GEF assay, Rap1b-BODIPY-GDP exchange fluorescence; Potency, µM (doses to about 115 µM), for the others: top-dose activity change, negative = inhibition, actives largely listed as inhibitors; actives 0.14% (n = 360,000); AID 720709;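 further: plate controls were vehicle for no effect and positive control for full effect; nearly all actives have a fitted effect of over 50% in size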
# aSyn rescue – alpha-synuclein toxicity inhibition in yeast; Potency, µM (highest dose often 46.1 µM), without a hit: at the highest dose growth rescue (activation), actives largely listed as activators; Yeast expressing alpha-synuclein, growth rescue, BacTiter-Glo, 24 h; actives 0.14% (n = 370,000); AID 652106; further: % of control where 0% means no effect; nearly all actives have a fitted effect of over 65% in size
#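 Screening used galactose-induced yeast with toxic alpha-synuclein levels, exposed to compound for 24 hr at 30 deg C. Cell growth, read with BacTiter-Glo luminescence, gave the measured signal.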
# TDP-43 yeast inh – TDP-43 toxicity inhibition in yeast; Potency, µM (highest dose often 46.1 µM), inactives show top-dose growth rescue (activation), usual class: activators; actives 1.8% (n = 410,000); TDP-43 expressing yeast growth rescue, BacTiter-Glo, 24 h; AID 652104; further: % of control where 0% means no effect; nearly all actives have a fitted effect of over 50% in size
#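 Growth rescue of TDP-43-toxic yeast measured as ATP luminescence (BacTiter-Glo). Cells grown to mid-log in raffinose, induced in galactose at OD600=0.02, exposed to compound 24 hr at 30 deg C.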
# EPAC2 antagonist – antagonists of human EPAC2; Potency, µM (top dose mostly 114 µM), inactives show top-dose activity, negative = inhibition, hits mostly inhibitors; actives 0.18% (n = 360,000); EPAC2 GEF exchange of Rap1B-BODIPY-GDP, fluorescence; further: on the % scale 0 is the no-effect control and ±100 the full control effect; nearly all actives have a fitted effect of over 45% in size; many of its hits are not listed in these tables
# EPAC1 agonist – activates human EPAC1 exchange factor; O95398; EPAC1 agonist qHTS, biochemical assay; response scale: 100% = response to 6.5 mM cAMP; Potency, µM (top dose mostly 154 µM), for the others: at the top dose activation, most hits filed as activators; actives 0.073% (n = 360,000); further: nearly all actives have a fitted effect of over 60% in size
#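 Read-out is the fluorescence drop as BODIPY-GDP leaves Rap1B (480 nm excitation, 540 nm emission), recorded every 5 minutes over 30 minutes. Reactions held 100 nM EPAC1, 250 nM Rap1B–BODIPY-GDP and 50 uM GDP, with 6.5 mM cAMP setting full activation.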
# Numbers without * were called inactive; i = inactive; ? = inconclusive; · = not tested or not shown; [ ] = dose if it differs, or a comment. The call rests on the fitted dose curve; in most records, active means well fitted curve in the direction sought with a large enough effect; inconclusive means small, poorly fitted or top-dose-only effect, or another doubt; inactive means no such curve, though single readings can be large; an effect the other way counts as inactive or inconclusive. Potency means the concentration at half of the fitted maximal effect. Some of the compounds tested. The share of hits here may be higher or lower than overall.
# Values run as follows: PTHR1 agonist | EPAC2 ag | FUS yeast rescue | EPAC1 antagonist | aSyn rescue | TDP-43 yeast inh | EPAC2 antagonist | EPAC1 agonist
- COC(=O)C1=C(N)Oc2cc(C)n(C)c(=O)c2C1c1ccc(Cl)c(Cl)c1 (centres undefined)
→ -83%[inhibitor][57.5 µM] | 3% | -5% | 3% | -5% | -7% | 7% | 8%
- CC(C)n1c(SCC(=O)Nc2ccc3c(c2)OCO3)nc2c1c(=O)n(C)c(=O)n2C
→ i | 0% | 10% | 9% | 1% | -18% | 9% | 2%
- COc1ccccc1CC(=O)Nc1cccc2c1CCCC2
→ i | -5% | -8% | 4% | 0% | ? | -5% | 3%
- Cc1cc(=O)oc2cc(OCC3CC(c4ccc(N(C)C)cc4)=NO3)ccc12 (centres undefined)
→ i | 8% | 48% | -11% | 5% | -11% | -2% | -2%
- O=C(NC1CCCC1)C(c1cccnc1)N(Cc1ccc(F)cc1)C(=O)c1csnn1 (centres undefined)
→ -7% | 5% | -5% | 11% | 2% | -1% | 0% | 7%
- Cc1c(CCO)c(=O)n(-c2ccccc2)n1S(=O)(=O)c1ccc([N+](=O)[O-])cc1
→ i | -16% | 14% | -3% | -1% | 15%[9.22 µM] | 3% | 3%
- CN(C(=O)CCNC(=O)N1CC(=O)Nc2ccccc21)C1CCCCC1
→ -16% | 2% | 15% | -1% | -10% | -6% | 14% | 0%
- COc1ccc(C(=O)NCC(=O)N2CCN(C(=O)c3ccco3)CC2)cc1OC
→ i | 0% | 11% | 6% | -5% | -13% | 5% | 0%
- Cc1cc(C(=O)OCC(=O)Nc2cccnc2Cl)c2ccccc2n1
→ -7% | -3% | 9% | 11% | 3% | 2% | -12% | 7%
- CC(/C=C/c1ccccc1)=N/NC(=O)Cn1nnc(N)n1
→ i | 4% | -8% | 2% | 1% | 14% | 2% | 1%
- CCc1ccc[n+](-c2[nH]c(=O)sc2/C=N/N=C(\[O-])CCn2c3ccccc3c3ccccc32)c1
→ i | 3% | 6% | 12% | 7% | 7% | 6% | -4%
- CC(C)CNC(=O)COCc1cc(-c2ccc3c(c2)OCO3)on1
→ -5% | 0% | 26% | -9% | -10% | ? | -15% | -3%
- CCOC(=O)C1=C(c2ccccc2)N=c2s/c(=C\c3cccc(O)c3)c(=O)n2C1c1cccs1 (centres undefined)
→ i | 16% | 43% | -3% | -8% | 26% | -9% | 21%
- CC(C)(CSc1ncccn1)NS(=O)(=O)c1ccccc1
→ i | 7% | 9% | -1% | 1% | -2% | 8% | 5%
- CCCCOc1ccc(C2CC(=O)NC2=O)cc1 (centres undefined)
→ -6%[57.5 µM] | -3% | 6% | 10% | 5% | -10% | 6% | 0%
- CCC(=O)Nc1ccc2c(c1)nc(CN1CCCCC1)n2C
→ i | 1% | 7% | -10% | 0% | -9% | -5% | -12%
- CC1CCN(c2ccc3c(c2)S(=O)(=O)c2ccccc2C3=O)CC1
→ -59%[inhibitor] | 28% | 8% | 40%[activator] | -11% | ? | 11% | 89µM*
- C/C(CC(=O)Nc1ccc2c(c1)OCO2)=N\NC(=O)C(c1ccccc1)c1ccccc1
→ -48% | 0% | · | -3% | 1% | 29% | 5% | 5%
- O=C(CCc1ccccc1)Nc1ccc2ccccc2n1
→ -32%[inhibitor] | 1% | · | -7% | 0% | 7% | 2% | 2%
- COc1ccc(Cc2nnc(SCC(=O)N(C)c3ccccc3)o2)cc1
→ i | 12% | 10% | 15% | 5% | 20% | -8% | 14%

# Next section.
# Values run as follows: PTHR1 agonist | EPAC2 ag | FUS yeast rescue | EPAC1 antagonist | aSyn rescue | TDP-43 yeast inh | EPAC2 antagonist | EPAC1 agonist
- NC(=O)CC[C@@H]1NC(=O)[C@H](Cc2ccc(O)cc2)NC(=O)c2cc([N+](=O)[O-])cc(F)c2OCC[C@@H](C(N)=O)NC1=O
→ -9% | 10% | 27% | -4% | -9% | -4% | 30% | 2%
- CC(NC(=O)Cc1ccccc1)c1cc2c(cc1Br)OCCCO2 (centres undefined)
→ -25% | -3% | -6% | 2% | 1% | 6% | 9% | 8%
- Cc1ccc2[nH]c3c(c2c1)CCCC3NC(=O)CCl (centres undefined)
→ -11% | 12% | 4% | -8% | 16% | 13% | -9% | 7%
- Cc1ccc(C(=O)NNC(=O)CSc2nc(N)cc(N)n2)cc1
→ i | -8% | · | 4% | -1% | 7% | 6% | -5%
- Cc1ccccc1NC(=O)c1c(F)c(F)c(F)c(F)c1F
→ -5% | 3% | 16% | 7% | -2% | -16% | 1% | 13%
- O=C(CN1CCCCC1)NNC(=O)c1ccc([N+](=O)[O-])cc1
→ i | 7% | -34% | -6% | 2% | 18% | 5% | 4%
- CCCOc1ccc(C(=O)NNC(=S)NC(=O)c2ccccc2)cc1
→ 1% | 9% | -6% | -9% | 57% | ? | 27% | -6%
- CC1=C(C(=O)Nc2ccccc2C)C(c2ccc[nH]2)n2ncnc2N1 (centres undefined)
→ -5% | · | 24% | · | -1% | 11% | · | ·
- CCN(CC)c1ncnc2c1ncn2[C@H]1CN(Cc2cccnc2)C[C@@H](CO)O1
→ -21% | 14% | -5% | -6% | 0% | 7% | 16% | -1%
- COC(=O)c1ccc(S(=O)(=O)N2CCc3ccccc32)cc1
→ -19% | 7% | -7% | -6% | 6% | ? | -9% | 8%
- N/C(Cc1nc(-c2ccc(Cl)cc2)cs1)=N/O
→ -5% | 15% | 6% | -2% | -15% | 0% | 2% | 5%
- CN(C)C1=NCCN1CC1CCCCC1
→ i | -1% | -20% | -2% | 0% | 0% | 13% | 0%
- COc1ccc(-c2cc(C(=O)N3CCN(Cc4ccccc4)CC3)no2)cc1OC
→ -14% | 23% | -15% | 0% | -2% | -10% | -15% | 25%
- Cc1cc(C)c(NC(=O)c2ccccc2C(=O)c2ccccc2)c(C)c1
→ i | 5% | 12% | -13% | 12% | -17% | ? | 5%
- COc1cccc(CN(CCC(=O)O)Cc2cccc(OC)c2)c1
→ i | 2% | -8% | 6% | 0% | 5% | -1% | -12%
- Cc1ccc(Cn2c(=S)[nH]c3ccc(N4CCOCC4)cc3c2=O)o1
→ -46%[inhibitor] | 13% | ? | -9% | 16% | ? | 9% | -3%
- N#Cc1nc(COc2ccccc2F)oc1NCCc1ccccc1
→ i | 10% | 6% | -14% | 1% | -8% | -4% | 19%
- CC1CCCCN1C(=O)COc1ccccc1F (centres undefined)
→ -10% | -3% | 1% | -16% | -1% | 18% | 2% | -7%
- Cc1ccc(S(=O)(=O)N2CCOCC2)cc1NC(=O)CSc1ccc(Cl)cc1
→ -33%[inhibitor] | 0% | 20% | 3% | 2% | 9% | -1% | 0%
- COc1ccc(C)cc1NC(=O)CN1C(=O)c2ccccc2S1(=O)=O
→ -29% | -9% | -20% | -2% | 10% | 17% | -6% | -21%

# Profiles, quoted from the list:
# Record of `CCN(CC)c1ncnc2c1ncn2[C@H]1CN(Cc2cccnc2)C[C@@H](CO)O1` = PTHR1 agonist: -21%; EPAC2 ag: 14%; FUS yeast rescue: -5%; EPAC1 antagonist: -6%; aSyn rescue: 0%; TDP-43 yeast inh: 7%; EPAC2 antagonist: 16%; EPAC1 agonist: -1%
# Record of `CC1=C(C(=O)Nc2ccccc2C)C(c2ccc[nH]2)n2ncnc2N1` (centres undefined) = PTHR1 agonist: -5%; EPAC2 ag: ·; FUS yeast rescue: 24%; EPAC1 antagonist: ·; aSyn rescue: -1%; TDP-43 yeast inh: 11%; EPAC2 antagonist: ·; EPAC1 agonist: ·
# Record of `COc1cccc(CN(CCC(=O)O)Cc2cccc(OC)c2)c1` = PTHR1 agonist: i; EPAC2 ag: 2%; FUS yeast rescue: -8%; EPAC1 antagonist: 6%; aSyn rescue: 0%; TDP-43 yeast inh: 5%; EPAC2 antagonist: -1%; EPAC1 agonist: -12%

# Some values from the entries so far.
# CCC(=O)Nc1ccc2c(c1)nc(CN1CCCCC1)n2C in aSyn rescue shows 0%
# Cc1ccccc1NC(=O)c1c(F)c(F)c(F)c(F)c1F in PTHR1 agonist shows -5%

# The listing continues:
# Values run as follows: PTHR1 agonist | EPAC2 ag | FUS yeast rescue | EPAC1 antagonist | aSyn rescue | TDP-43 yeast inh | EPAC2 antagonist | EPAC1 agonist
- O=C(NCc1cccc(Cl)c1)c1ccncc1
→ i | -3% | 9% | 10% | -4% | -7% | -7% | -3%
- S=C(NCCc1ccc(Cl)cc1)NCc1ccccc1
→ -12% | 21% | 5% | -19% | 1% | 26% | -25% | 9%
- O=C(O)c1ccc(F)c(S(=O)(=O)Nc2ccccc2)c1
→ i | -2% | · | 11% | -7% | -2% | 6% | -1%
- CCCCNc1c(-c2ccc(OC)c(SC(C)CC)c2)nc2cnccn12 (centres undefined)
→ -26% | -5% | ? | -18% | -45%[inhibitor] | -71%[inhibitor] | ? | -32%[inhibitor]
- COc1ccc2cc(C(C)C(=O)N3CCC(C(N)=O)CC3)ccc2c1 (centres undefined)
→ -3% | 10% | 18% | 21% | 0% | -13% | 1% | 4%
- CC(C)NC(=O)N(C)C[C@@H]1Oc2ccc(NC(=O)CCN3CCOCC3)cc2CC(=O)N([C@@H](C)CO)C[C@@H]1C
→ 2% | 5% | 6% | 10% | -22% | -18% | 6% | -4%
- Cc1ccc(SCCSc2nc(N)cc(=O)[nH]2)cc1
→ i | 2% | 14% | 8% | 9% | -2% | -5% | -5%
- Cc1cc(NC(=O)CSc2nc(-c3cccnc3)ccc2C#N)no1
→ i | 11% | ? | -9% | 0% | -6% | -4% | 1%
- O=C(COC(=O)CCC1CCCCC1)Nc1ccc(OC(F)F)cc1
→ i | 18% | 2% | -5% | -2% | -3% | -5% | 5%
- CCOC(=O)C1CCN(C(=O)c2cccs2)CC1
→ -19% | -2% | -34% | -12% | -5% | 15% | -13% | -4%
- COc1ccc(C(C)=O)cc1COC(=O)C1CCN(C(=O)c2ccc(Cl)cc2)CC1
→ -20% | 6% | ? | 7% | 1%[1.84 µM] | 20µM* | -21% | -3%
- Cc1cccc(-c2cnc3cccnn23)c1
→ i | 18% | -30% | -11% | 2% | 10% | -11% | -7%
- C1CCC(n2nnnc2CN2CCN(C3CCCC3)CC2)CC1
→ i | -6% | -26% | -7% | 0% | 6% | -3% | -9%

# Screening data deposited in PubChem by National Center for Advancing Translational Sciences (NCATS).
